From PubChem BioAssay
NFkB transloc inh: blocks IL-1B driven NFkB nuclear translocation in HUVEC cells | HUVEC IL-1B NFkB p65 nuclear translocation imaging | inhibition, % at 2 µM | 0.43% of 94,000 active | AID 796;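 active = inhibition above about 30% together with a positive call from visual inspection of the well image, limit read from the data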;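 note: nuclear over cytoplasmic p65 intensity ratio measured by imaging; 0% = IL-1B stimulated DMSO wells and 100% = unstimulated DMSO wells; values of inactives mirror those of a sister screen read the other way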
Bcl-B displacement: displacers of TR3 peptide from Bcl-B, primary screen, selectivity assay for Bfl-1 inhibitor project, biochemical, fluorescence polarization | displacement, % at 20 µM, or IC50 in µM where a hit was titrated | 0.11% of 96,000 active | AID 748 | FP displacement of FITC-TR3 peptide from Bcl-B; higher % means a stronger effect;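 active = displacement above 50% at 20 µM plus a fluorescence interference ratio under 1.5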;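 note: plate controls were wells without compound for no effect and wells lacking Bcl-B protein for full effect; a part of the inactive calls stands beside numbers as strong as those of hits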
NFkB transloc pot: enhances IL-1B driven NFkB nuclear translocation | AID 819 | activation, % at 2 µM | 0.3% of 94,000 active | HUVEC IL-1B NFkB p65 nuclear translocation imaging;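 active = activation above 40%, about the mean plus 3 SD, also judged a hit on visual image review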;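 note: percent activation is computed from the nuclear over cytoplasmic p65 intensity ratio; values of inactives mirror those of a sister screen read the other way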
PLAP inhibition: PLAP enzyme inhibitors, biochemical, luminescence, HTS (AID 690). purified PLAP, luminescent substrate; higher % means a stronger effect. inhibition, % at 20 µM, or IC50 in µM where a hit was titrated. 0.08% of 96,000 active; in the data active = a potency from the dose series; inactive = the rest, 99 in 100 with inhibition below about 30%; note: strong numbers were not always called active
MRP resist rev: compounds reversing MRP-mediated drug resistance | H69AR cells + 2 uM doxorubicin, CellTiter-Glo, 72 h | differential viability (reversal), % at 10 µM | 0.04% of 85,000 active;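 active = viability drop by adding the cancer drug above about 55%, with treated viability meeting a 40% cutoff, limit read from the data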;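 note: viability without doxorubicin minus viability with 2 µM doxorubicin for each compound; larger differential means the compound sensitizes cells more to doxorubicin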
MRP resist rev cytotoxicity: also measured in MRP resist rev; calls as there; viability, %; H69AR cells, CellTiter-Glo, 72 h; measured here: cytotoxicity without doxorubicin
MRP resist rev with doxorubicin: further read-out of MRP resist rev, marked with its call; viability, %; measured here: viability with 2 uM doxorubicin; stronger effect = lower value
NFkB transloc inh cell count 2 µM: recorded beside NFkB transloc inh, whose call it bears; cell count; measured here: cells passing quality filter;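 raw number of nuclei counted in each imaged well without normalization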
NFkB transloc pot cell count 2 µM: further read-out of NFkB transloc pot, marked with its call; cell count; measured here: cells passing quality filter
* = called active by the depositor; x = no result given.

SMILES	NFkB transloc inh	NFkB transloc inh cell count 2 µM	Bcl-B displacement	NFkB transloc pot	NFkB transloc pot cell count 2 µM	PLAP inhibition	MRP resist rev	MRP resist rev cytotoxicity	MRP resist rev with doxorubicin
CC(=O)Nc1ccc(SCC(=O)N(CCC#N)c2cc(C)cc(C)c2)cc1	2.3	143	-11.7%	-2.3	143	-89.1%	x	x	x
COc1ccc(/C=N/NC(N)=S)cc1OC(=O)c1cccc2ccccc12	-18.3	121	2.7%	18.3	121	-2.4%	x	x	x
Cc1nn(C)c(C)c1NC(=O)CCSc1nc(-c2ccco2)cc(C(F)(F)F)n1	-25.6	138	-4.3%	25.6	138	-29.1%	x	x	x
CCCCN(C(=O)CSc1nnc(Nc2ccc(C)c(C)c2)s1)c1c(N)n(Cc2ccccc2)c(=O)[nH]c1=O	-5.5	212	-18.4%	5.5	212	-93.4%	x	x	x
CCC/C(O)=C1\C(=O)CC(c2ccccc2)CC1=NC (stereo not drawn)	-3.6	199	-9.0%	3.6	199	-68.1%	x	x	x
Cc1ccc(C(=O)NCCN2CCOCC2)cc1Cl	7.4	132	-14.8%	-7.4	132	-6.0%	-4.1	89.7	93.8
CSc1sc(C)cc1C1C(C#N)=C(N)N(c2cccnc2)C2=C1C(=O)CC(C)(C)C2 (stereo not drawn)	9.6	138	-0.9%	-9.6	138	-4.9%	37.1	68.0	30.9
COC(=O)C(C(=O)OC)=C(/C=C/C=C/N(C)C)N(C)C	-1.9	112	-35.9%	1.9	112	-2.7%	5.4	92.9	87.5
COc1ccc(C)cc1NC(=O)CN1CCN(S(=O)(=O)c2ccc(Cl)cc2)CC1	-7.7	116	-13.3%	7.7	116	13.1%	10.7	73.9	63.2
Oc1ccc2[nH]cnc2c1CN1CCCCC1	-18.8	111	10.7%	18.8	111	-10.1%	3.4	100.4	97.0
Cc1ccn2cc(-c3nonc3C)cc2c1	3.5	160	10.2%	-3.5	160	-35.4%	-2.5	87.0	89.4
COc1ccc2cc(C(c3nnnn3Cc3ccccc3)N3CCCCCC3)c(=O)[nH]c2c1 (stereo not drawn)	0.9	74	-21.1%	-0.9	74	-52.0%	0.5	67.4	66.9
CC(Sc1nc2ccccc2s1)C(=O)Nc1nnc(C(C)C)s1 (stereo not drawn)	-22.6	181	-0.6%	22.6	181	-33.1%	-1.5	90.1	91.6
CCN(C(=O)COC(=O)c1c(-c2ccccc2)noc1C)C1CCS(=O)(=O)C1 (stereo not drawn)	-12.2	162	-2.4%	12.2	162	-48.7%	-1.8	111.3	113.1
Cc1ccc2cc(C(c3nnnn3C3CCCC3)N3CCN(c4ccc(F)cc4)CC3)c(=O)[nH]c2c1 (stereo not drawn)	-8.3	158	x	8.3	158	x	18.4	87.7	69.4
Cc1ccc(NS(=O)(=O)c2ccc(OCC(=O)Nc3cccc([N+](=O)[O-])c3)c(C)c2)cc1	1.7	161	-1.9%	-1.7	161	18.0%	x	x	x
CCCNC(=O)C(Cc1ccccc1)NS(=O)(=O)c1ccc2c(c1)CCC(=O)N2 (stereo not drawn)	7.8	50	6.4%	-7.8	50	16.6%	-1.1	101.4	102.4
CC1(C)CC(=O)c2cn3nc(C(F)(F)F)nc3nc2C1	-1.2	141	-4.9%	1.2	141	-22.8%	1.6	87.8	86.2
CCc1cc2c(-c3ccccc3)cc(=O)oc2c(CN2CCOCC2)c1O	2.3	136	18.6%	-2.3	136	-26.3%	3.5	73.4	69.8
N/C(COc1ccccc1)=N\NC(=O)c1cccnc1Oc1ccccc1	-7.8	190	-10.0%	7.8	190	-239.4%	-0.8	84.8	85.7
Cc1cc(C(F)(F)F)nn1Cc1n[nH]c(=S)n1Cc1ccccc1	-0.8	104	x	0.8	104	x	-1.5	97.5	98.9
O=C(CCC(=O)c1cccs1)NCc1ccc(F)cc1	-22.3	219	8.6%	22.3	219	20.5%	x	x	x
COc1ccc(CC2C(=O)OC(C)(C)OC2=O)cc1	11.4	64	8.5%	-11.4	64	5.6%	12.8	95.3	82.6
COc1ccccc1N1CCN(CC(=O)Nc2cc(F)ccc2C)CC1	-18.1	153	3.9%	18.1	153	-45.7%	-7.1	75.2	82.3
C/C(=N\NC(=O)c1[nH]c2c([N+](=O)[O-])cc(C)cc2c1-c1ccccc1)c1cccnc1	-8.2	154	4.2%	8.2	154	-42.3%	-15.9	45.9	61.8

Pulled by structure from the list above, 4 records:
SMILES	NFkB transloc inh	NFkB transloc inh cell count 2 µM	Bcl-B displacement	NFkB transloc pot	NFkB transloc pot cell count 2 µM	PLAP inhibition	MRP resist rev	MRP resist rev cytotoxicity	MRP resist rev with doxorubicin
CCCNC(=O)C(Cc1ccccc1)NS(=O)(=O)c1ccc2c(c1)CCC(=O)N2 (stereo not drawn)	7.8	50	6.4%	-7.8	50	16.6%	-1.1	101.4	102.4
COc1ccc2cc(C(c3nnnn3Cc3ccccc3)N3CCCCCC3)c(=O)[nH]c2c1 (stereo not drawn)	0.9	74	-21.1%	-0.9	74	-52.0%	0.5	67.4	66.9
COc1ccc(CC2C(=O)OC(C)(C)OC2=O)cc1	11.4	64	8.5%	-11.4	64	5.6%	12.8	95.3	82.6
O=C(CCC(=O)c1cccs1)NCc1ccc(F)cc1	-22.3	219	8.6%	22.3	219	20.5%	x	x	x

Later entries
SMILES	NFkB transloc inh	NFkB transloc inh cell count 2 µM	Bcl-B displacement	NFkB transloc pot	NFkB transloc pot cell count 2 µM	PLAP inhibition	MRP resist rev	MRP resist rev cytotoxicity	MRP resist rev with doxorubicin
COc1cc(C(=O)N[C@H](C(=O)NC2CCCCCC2)C(C)C)cc(OC)c1OC	1.5	164	-5.0%	-1.5	164	-50.4%	x	x	x
O=C(CN1CCOc2ccccc21)NCc1cccs1	5.0	110	1.0%	-5.0	110	10.6%	-11.3	84.2	95.5
CCC(C)NCCOCCOc1ccc(F)cc1 (stereo not drawn)	2.3	100	3.0%	-2.3	100	0.5%	-0.9	81.2	82.2
COc1ccc(NC(=O)c2nc3nc(C)cc(C(F)F)n3n2)cc1OC	x	x	0.1%	x	x	-7.2%	19.2	96.2	77.0
CN1CCN(C(=S)c2ccc(Cl)cc2)CC1	-4.4	120	-8.6%	4.4	120	14.6%	3.8	95.7	92.0
C/C(=N\NC(=O)c1cccc(S(=O)(=O)Nc2ccccc2Cl)c1)c1ccc(-n2ccnc2)cc1	5.4	143	10.9%	-5.4	143	-47.1%	x	x	x
CSc1nsc(SC)c1C(=O)N1CCN(S(=O)(=O)c2ccc(C)cc2)C1C(C)C (stereo not drawn)	-33.3	146	x	33.2	146	x	11.5	85.1	73.6
O=C(Nc1cccc(-c2nc3ncccc3o2)c1)c1sc2cc(Cl)ccc2c1Cl	-28.2	176	-39.2%	28.2	176	-30.2%	x	x	x
O=C(c1noc2c1CCCCC2)N1CCOCC1	x	x	-0.3%	x	x	-1.8%	-0.7	100.4	101.0
Cc1ccc(CNC(=O)CSc2n[nH]c(N)n2)cc1	4.8	95	-4.1%	-4.8	95	12.2%	4.4	91.1	86.8
O=C(O)Cc1c(O)ccc2ccccc12	-0.6	170	6.5%	0.6	170	7.3%	-11.7	83.2	94.9
CCCCSc1nnc(CSc2nc3nc(C)cc(C)n3n2)o1	-2.7	173	-3.0%	2.7	173	-19.8%	x	x	x
CCNC(=O)CN(c1ccc(C)cc1)S(=O)(=O)c1ccc(SC)cc1	-7.8	181	0.0%	7.8	181	-31.3%	-9.8	75.6	85.4
COc1cc(CNCc2cccs2)ccc1OCc1cccs1	1.5	124	-2.5%	-1.5	124	-14.5%	x	x	x
NC(=O)CN1CCN(c2nc(-c3ccc(F)cc3)cs2)CC1	9.5	179	-6.6%	-9.5	179	-17.7%	6.4	91.8	85.5
O=C(NCc1ccccc1)c1ccc2nccnc2c1	x	x	13.6%	x	x	-3.7%	2.7	101.2	98.5
CCN(CC)S(=O)(=O)c1ccc(C(=O)NCc2ccc(C)cc2)cc1	1.5	166	-2.2%	-1.5	166	12.1%	6.4	88.9	82.5
O=C1CC(c2ccc(Cl)cc2)n2nc(N3C(=O)CCC3=O)nc2N1 (stereo not drawn)	-1.2	126	-5.1%	1.2	126	3.5%	2.1	105.0	102.9
CSCC[C@H](NC(=O)NCc1cccs1)C(=O)O	-20.2	122	-0.2%	20.2	122	17.6%	6.0	96.1	90.1
O=C(Nc1ccc2c(c1)OCCO2)c1cc(-n2cnnc2)ccc1Cl	-15.8	118	2.5%	15.8	118	14.5%	-11.0	88.2	99.2
CCC1CCCCN1CCNC(=O)CNS(=O)(=O)c1ccc2nc(C)sc2c1 (stereo not drawn)	-26.7	115	11.4%	26.7	115	-9.8%	-29.9	65.8	95.7
Cc1ccc(-n2ncc3c(=O)n(CC(=O)NC4CCCCC4)cnc32)cc1	1.3	145	-2.6%	-1.3	145	18.9%	15.0	110.6	95.6
O=C(NCc1ccccn1)/C(=N/O)c1ccccc1	10.6	137	-13.2%	-10.6	137	0.0%	x	x	x
c1ccc(-n2nnnc2Oc2ccc(-n3ccnc3)cc2)cc1	2.8	104	-2.8%	-2.8	104	-28.3%	4.0	90.8	86.8
Cc1cc(NC(=O)c2sccc2C)n(-c2cccc(Cl)c2)n1	-26.1	175	-6.0%	26.1	175	-36.6%	10.5	87.3	76.8

New compounds follow:
SMILES	NFkB transloc inh	NFkB transloc inh cell count 2 µM	Bcl-B displacement	NFkB transloc pot	NFkB transloc pot cell count 2 µM	PLAP inhibition	MRP resist rev	MRP resist rev cytotoxicity	MRP resist rev with doxorubicin
CC(=O)c1cc2c(cc1NC(=O)CN1CCOCC1)OCO2	6.7	137	-3.3%	-6.7	137	14.5%	-10.9	89.1	100.0
O=C(NCCC1=CCCCC1)C1CC(=O)N(C2CCCCCC2)C1 (stereo not drawn)	-1.4	165	-1.8%	1.4	165	-78.3%	12.1	96.7	84.5
CC1CCCN(c2nc3c(c(=O)[nH]c(=O)n3C)n2CCSc2nc3ccccc3o2)C1 (stereo not drawn)	1.1	153	-2.1%	-1.1	153	-48.3%	1.2	69.2	68.0
Cc1nnc(NC2=NCCCCC2)o1	3.3	148	-2.0%	-3.3	148	-1.8%	-1.3	101.0	102.3
Clc1ccccc1-c1ccc(CN2CCN(c3ccccc3)CC2)o1	0.9	171	5.4%	-0.9	171	-36.1%	7.6	93.3	85.6
CC1CN(S(=O)(=O)c2ccccc2)C(C)CN1S(=O)(=O)c1ccccc1 (stereo not drawn)	-2.9	122	x	2.9	122	x	1.5	100.6	99.1
O=C(CSc1nc2ccccc2c(=O)n1Cc1ccco1)NCc1ccccc1	-11.1	148	x	11.1	148	x	7.7	92.8	85.1
CCOC(=O)c1c(C)n(C)c2ccc(OCC(O)CN3C(=O)c4ccccc4S3(=O)=O)cc12 (stereo not drawn)	-2.1	131	1.2%	2.1	131	-43.1%	x	x	x
CC(C)(C)N(Cc1cc2ccccc2[nH]c1=O)C(=O)c1cccnc1	11.1	77	0.0%	-11.1	77	2.7%	-0.4	99.9	100.3
CCOC(=O)C1CCCN(C(=O)CN2C(=O)COc3ccc(C(C)(C)C)cc32)C1 (stereo not drawn)	-14.6	142	0.8%	14.6	142	-41.9%	19.4	66.9	47.5

Among those listed so far, these have a COOH group:
SMILES	NFkB transloc inh	NFkB transloc inh cell count 2 µM	Bcl-B displacement	NFkB transloc pot	NFkB transloc pot cell count 2 µM	PLAP inhibition	MRP resist rev	MRP resist rev cytotoxicity	MRP resist rev with doxorubicin
O=C(O)Cc1c(O)ccc2ccccc12	-0.6	170	6.5%	0.6	170	7.3%	-11.7	83.2	94.9
CSCC[C@H](NC(=O)NCc1cccs1)C(=O)O	-20.2	122	-0.2%	20.2	122	17.6%	6.0	96.1	90.1

A portion of the library (hit frequency here may not be typical).
